Source: PubChem BioAssay (University of Kansas High Throughput Screening Laboratory)
Pf apPOL block: Pf-apPOL DNA polymerase inhibition | Recombinant Pf-apPOL, molecular beacon fluorescence, 1.5 h | inhibition, % at 10 µM | hit rate 0.25% among 210,000
mHTT-CaM PPI inh: disrupts binding of mutant huntingtin to calmodulin. AID 1671202. inhibition, % at 15 µM. hit rate 3.6% among 190,000. P42858. AlphaScreen His-mHTT/GST-CaM binding, luminescence;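 also: 0% = both proteins with DMSO and 100% = one protein alone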
* = called active by the depositor; / = not tested or not shown; & = joins results of further samples. Rule as the data show it: active = inhibition above about 50%; inactive = the rest.

SMILES	Pf apPOL block	mHTT-CaM PPI inh
COc1ccc(-c2nc3cccnc3n2C2CCN(C(=O)NC(C)C)C2)cc1 (centres undefined)	-3	1
COc1ccc2cc(C(N)=O)c(=Nc3ccc(C#N)cc3)oc2c1	8	2
COc1cccc(NC(=O)CN2C(=O)C(c3ccccc3)=NC23CCCCC3)c1	-4	2
O=C(C(Cl)Cl)N1CCN(c2nccc(-c3cccc(C(F)(F)F)c3)n2)CC1	-3	-8
O=C(Nc1c2c(nn1-c1ccc(F)cc1)CS(=O)C2)c1ccccc1Br (centres undefined)	-2	3
COc1ccc(C2SCCN2C(=O)c2ccc([N+](=O)[O-])cc2)cc1OC (centres undefined)	-4	-2
CC1CCc2c(sc(NC(=O)C3CC3)c2C(=O)OC(C)C)C1 (centres undefined)	/	-8
O=C(CSc1ccc(-c2ccc(-n3ccnc3)cc2)nn1)Nc1nccs1	9	-12
O=C(NCCC1=CCCCC1)C1CCN(C(=O)c2ccc(F)cc2)CC1	-4	6
COc1ccc(N2CCN(S(=O)(=O)N(C)C)CC2)cc1	1	0

One compound at a time, as listed above. Values in the order: Pf apPOL block | mHTT-CaM PPI inh
`COc1ccc2cc(C(N)=O)c(=Nc3ccc(C#N)cc3)oc2c1` across the screens: 8 | 2
`COc1ccc(C2SCCN2C(=O)c2ccc([N+](=O)[O-])cc2)cc1OC` (centres undefined) across the screens: -4 | -2
`COc1ccc(N2CCN(S(=O)(=O)N(C)C)CC2)cc1` across the screens: 1 | 0
`O=C(C(Cl)Cl)N1CCN(c2nccc(-c3cccc(C(F)(F)F)c3)n2)CC1` across the screens: -3 | -8
`CC1CCc2c(sc(NC(=O)C3CC3)c2C(=O)OC(C)C)C1` (centres undefined) across the screens: / | -8

Later entries:
SMILES	Pf apPOL block	mHTT-CaM PPI inh
Cc1ccccc1C(=O)NNC(=O)c1ccccc1C1=NCCCN1	-2&-8	/
CC(Oc1cccc2c(=O)[nH]ccc12)C(=O)O (centres undefined)	-7	0
O=C(Nc1nc(CN2CCc3ccccc3C2)cs1)c1cccs1	0	12
Cn1c(=O)oc2cc(S(=O)(=O)N3CCC(N4CCOCC4)CC3)ccc21	-3	-7
O=C(NCc1csc(-c2ccccc2)n1)c1ccc(N2CCOCC2)nn1	-9	-4
CN(CCO)c1cccc2c1S(=O)(=O)N(Cc1cn(Cc3ccc(F)cc3)nn1)Cc1ccccc1O2	-11	27
Cc1ccc(NC(=O)c2cc3c(s2)CN(C2CCCC2)C3)cc1	-6	10
COc1cc([N+](=O)[O-])ccc1N=Cc1nc(-c2ccc(Br)cc2)oc1O	-2	-1
CC(C)CC(=O)N1CCc2nc(-c3ccccc3)ncc2C1	-3	-2
O=C(Nc1cc(C(F)(F)F)ccc1Cl)c1ccccc1I	-6	-2
CC(=O)Nc1ccc(CNc2ccc3c(c2)CCC3)cc1	4	39
Cc1ccc(S(=O)(=O)N2CCN(c3cc(N4CCOCC4)c(F)cc3[N+](=O)[O-])CC2)cc1	4	2
COc1cc(NC(=O)c2ccc(Cl)cc2)c(OC)cc1Cl	0	-8
O=C(CCN1C(=O)C2C3C=CC(C3)C2C1=O)Nc1ccnc2ccccc12 (centres undefined)	-5	-5
CC(NC(=O)c1cnc(N2CCN(c3ncccn3)CC2)c2ccccc12)c1ccccc1 (centres undefined)	-1	33
CCn1c(=O)c2c(ncn2CC(C)C)n(-c2ccccc2C)c1=O	0	2
Cc1ccc(CN(CC(N)=O)S(=O)(=O)c2ccccc2)cc1	1	-3
COc1ccc(NC(=O)N2CCC3(CC2)Nc2cc(F)ccc2-n2cccc23)cc1	-3	66*
O=C1CC(Nc2ccc(N3CCOCC3)cc2)C(=O)N1Cc1ccccc1 (centres undefined)	6	10
O=[N+]([O-])c1ccc(S(=O)(=O)N2CCN(Cc3cc(Br)ccc3O)CC2)cc1	-4	2
COc1ccccc1C(=O)N1CCN(c2cc(-c3cccnc3)[nH]n2)CC1	-7	-3
O=C1CN(C(=O)c2ccco2)CC(=O)N1	-3	-4
Nc1ncnc(N2CCN(c3ccccc3)CC2)c1[N+](=O)[O-]	0	7
CCOc1cc(CN2CCN(Cc3ccccc3[N+](=O)[O-])CC2)ccc1OC	6	9
CCN1CCN(Cc2c(O)ccc3c(=O)c(Oc4ccc(C(=O)OC)cc4)c(C)oc23)CC1	-7	4
COc1ccc(C(=O)Nc2cccc(C)c2)cc1OC	0	-1
O=C1CSC(c2ccc(F)c(F)c2)N1c1cccc(Cl)c1 (centres undefined)	-7	-20
CC1=NS(=O)(=O)c2cccnc2N1c1ccc(C)c(C)c1	1	-8
COc1ccc(C(=O)Oc2ccc3c(c2)OC(=Cc2cccs2)C3=O)cc1OC	-1	-3
CC(C)c1ccc(N=Cc2c[nH]c3ccccc23)cc1	-1	2
Nc1nnc(SCCCCOC2CCCCO2)s1 (centres undefined)	-14	/
O=C(C1CCN(Cc2ccccc2Cl)CC1)N1CCCC1	-8	-3
Cc1ccc(-n2nnnc2SCC(=O)c2ccc(O)cc2)cc1	0	1
Cc1cccnc1NC(=O)Cn1cnc(-c2cccs2)cc1=O	-7	-9
COC(=O)COc1ccc2c(c1)OC(=Cc1ccc(C(C)(C)C)cc1)C2=O	-3	15
COc1ccc(-c2cc3ccc(OCC(=O)OC(C)(C)C)cc3oc2=O)cc1	-6	-20
O=[N+]([O-])c1ccccc1-c1nc(-c2ccccn2)no1	4	9
CCCOc1ccccc1C1C(C#N)=C(N)Oc2n[nH]c(-c3ccncc3)c21 (centres undefined)	1	5
COc1ccc(CN2CC(C(=O)NCCc3ccccc3)CC2=O)cc1 (centres undefined)	-4	-7
COc1ccc(C(=O)Nc2nc3c(s2)CCCC3)cc1OC	-5	27

Three compounds picked at random from the list so far:
SMILES	Pf apPOL block	mHTT-CaM PPI inh
COC(=O)COc1ccc2c(c1)OC(=Cc1ccc(C(C)(C)C)cc1)C2=O	-3	15
COc1ccc(CN2CC(C(=O)NCCc3ccccc3)CC2=O)cc1 (centres undefined)	-4	-7
COc1ccc(-c2cc3ccc(OCC(=O)OC(C)(C)C)cc3oc2=O)cc1	-6	-20

Returning to the listing; the four compounds before the break are reprinted first.
SMILES	Pf apPOL block	mHTT-CaM PPI inh
O=[N+]([O-])c1ccccc1-c1nc(-c2ccccn2)no1	4	9
CCCOc1ccccc1C1C(C#N)=C(N)Oc2n[nH]c(-c3ccncc3)c21 (centres undefined)	1	5
COc1ccc(CN2CC(C(=O)NCCc3ccccc3)CC2=O)cc1 (centres undefined)	-4	-7
COc1ccc(C(=O)Nc2nc3c(s2)CCCC3)cc1OC	-5	27
COc1ccc(NC(=O)CN(c2cc(C(F)(F)F)ccc2Cl)S(C)(=O)=O)cc1	2	-1
O=C(Nc1ccc(Oc2cc(C(F)(F)F)cc(C(F)(F)F)c2)cc1)c1c(F)cccc1Cl	0	/
CC(=O)c1ccc(NC(=O)/C(=C/c2ccccc2)NC(=O)c2ccc(Br)o2)cc1	-5	14
Cc1cc(Cl)ccc1NC(=O)c1cc2n(n1)CCCN(Cc1ccc(F)cc1)C2=O	-1	-6
COCCNC(=O)c1ccc(CN2CCc3ccccc3C2)cc1	-6	5
CN(C1=NC(=O)CS1)c1ccc(O)cc1	6	-6
O=C(NCC1CCCO1)C1CCN(c2cccc(Br)c2)C1=O (centres undefined)	-1	-3
Cc1cc(Cl)nc(Cl)c1C(=O)Nc1ccc(Cl)cc1	-1	-10
COc1ccc(/C=C2\N=C(c3ccc(Cl)c([N+](=O)[O-])c3)OC2=O)cc1OC	0	7
O=[N+]([O-])c1cc(-n2ncnc2-c2ccc(Cl)cc2)ccc1F	4	6
Cc1c(-c2noc(C(=O)NCc3ccccc3)n2)oc2c(C)cccc12	2	-10
CCCc1sc(N2CCC(C(N)=O)CC2)nc1-c1ccccc1	-9	31
COc1ccc(C2SCCN2S(=O)(=O)c2ccccc2)cc1[N+](=O)[O-] (centres undefined)	14	9
CCN(CC)c1ccc(NC(=O)Cn2nc3c(cc2=O)CCCC3)c(C)c1	-6	18
O=C(Nc1ccccc1O)c1ccc2c(c1)C(=O)N(c1cccc([N+](=O)[O-])c1)C2=O	-2	20
COc1ccc(C2/C=C\CN(C(=O)C3CCCCC3)CC(=O)N2Cc2ccc(F)cc2)cc1 (centres undefined)	2	29
CCOC(=O)c1ccccc1NC(=O)Cn1cnc2c(nnn2-c2cccc(C)c2)c1=O	-4	-8
COc1cccc(NC(=O)c2ccc(CN3CCOCC3)cc2)c1	2	4
O=S(=O)(Cc1ccccc1)N1CCN(S(=O)(=O)c2ccccc2)CC1	-6	2
O=C(CCC1CCCC1)N1CCNCC1	-103	-3
Cc1c(C(=O)NC(C)C)oc2ccc(S(=O)(=O)N3CC(C)CC(C)C3)cc12 (centres undefined)	-3	1
CC(C)(C)C=NNS(=O)(=O)c1ccc(Cl)s1	6	/
O=C(c1ccc(C(F)(F)F)s1)N1CCN(c2nc(CN3CCOCC3)cs2)CC1	-4	10
Cc1ncc([N+](=O)[O-])n1CC(=O)Nc1ccc(Cl)cc1	4	1
CCC1COCCS(=O)(=O)N1Cc1ccccc1 (centres undefined)	-3	-8
Cc1ccc(NC(=O)CN2C(=O)C(=O)c3ccccc32)c(C)c1	1	3
Cc1ccc(N2CCC(NC(=O)c3cc(F)cc(F)c3)C2=O)cc1C (centres undefined)	2	-10
CCN1C(=O)Cc2cc(C(=O)N3CCN(c4ccccn4)CC3)ccc21	-2	11
O=C(Nc1ccc([N+](=O)[O-])cc1Cl)c1cnc2n(c1=O)CCS2	0	-1
Cc1cc(C)c(C)c(S(=O)(=O)N2CCC(c3c[nH]c4c(C)cccc34)CC2)c1C	-5	50*
O=C(Nc1ccc(F)cc1)c1ccc(Br)c(S(=O)(=O)N2CCOCC2)c1	1	7
COc1cccc(C(=O)N2CCc3c(c(C(=O)NCc4ccccc4)nn3C)C2)c1	-5	69*
O=C(Nc1cccc2cccnc12)c1ccc(-n2ccnc2)nn1	5	61*
S=c1[nH]cnc2sc(-c3ccccc3)cc12	3	/
Cc1cccc(OCC(=O)Nc2ccc(N3CCOCC3)cc2)c1	-5	26
CCOC(=O)Nc1ccc(S(=O)(=O)Nc2nccc(C)n2)cc1	0	1
Cc1noc(C)c1CCC(=O)N1CCC(c2nncn2C(C)C)CC1	0	-4
Cc1ccc2c(c1)N(Cc1nc(-c3ccccc3Cl)no1)C(=O)CO2	-2	-51
CCc1ccc(C2CC(c3ccc(Br)cc3)Nc3nnnn32)cc1 (centres undefined)	7	10
CC(C)N1CCN(C(=O)c2ccc(-c3ccsc3)nc2)CC1	-1	3
CC1=CC(C)(C)N(C(=O)C(C)N2C(=O)c3ccccc3C2=O)c2cc(C)ccc21 (centres undefined)	3	3
COc1ccc(CN2CCN(C(=O)c3c[nH]c4ccccc34)CC2)cn1	-1	-3
Cc1cccc(C(=O)N2CCC(=O)N([C@H](COCc3cccc(C(F)(F)F)c3)Cc3ccccc3)CC2)c1	-7&-4	99*
Cc1cc(C2(c3ccc(O)c(C)c3)C(=O)Nc3c(C)cc([N+](=O)[O-])cc32)ccc1O	-4	86*
Cc1ccc(N2CCC(NC(=O)c3ccc(Br)o3)C2=O)cc1C (centres undefined)	0	-3
COc1ccc(Nc2ccccc2C(=O)O)cc1	-2	25
Brc1ccc(-c2cnn3cnnc3n2)cc1	/	0
O=C(c1cnn2c(C(F)F)cc(C3CC3)nc12)N1CCCC1c1cccc(F)c1 (centres undefined)	-5	8
